GFP derepression = derepresses silenced GFP locus in mouse C127i cells; mouse C127i GFP locus derepression, cytometry, 30 h; Potency, µM (doses to about 46.1 µM), for inactives: top-dose GFP derepression (activation); 0.09% of 68,000 active; also: % of control where 0% means no effect
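Locus derepression in mouse mammary C127i cells whose integrated CMV-GFP reporter is normally silent; GFP expression after 30 h compound treatment was quantified by counting fluorescent cells.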
15-hLO inh = 15-hLO (ALOX15) enzyme inhibition. P16050. purified 15hLO-1, xylenol orange hydroperoxide absorbance. Potency, µM (doses to about 57.1 µM), for the others: at the highest dose activity change, negative = inhibition, usual class: inhibitors. 1.4% of 74,000 active; also: potency is read from the fitted curve at half-maximal effect; % is scaled to controls: 0 for no effect and ±100 for the full control effect; nearly all actives have a fitted effect of over 55% in size
Target sequence (P16050 whole entry, looked up): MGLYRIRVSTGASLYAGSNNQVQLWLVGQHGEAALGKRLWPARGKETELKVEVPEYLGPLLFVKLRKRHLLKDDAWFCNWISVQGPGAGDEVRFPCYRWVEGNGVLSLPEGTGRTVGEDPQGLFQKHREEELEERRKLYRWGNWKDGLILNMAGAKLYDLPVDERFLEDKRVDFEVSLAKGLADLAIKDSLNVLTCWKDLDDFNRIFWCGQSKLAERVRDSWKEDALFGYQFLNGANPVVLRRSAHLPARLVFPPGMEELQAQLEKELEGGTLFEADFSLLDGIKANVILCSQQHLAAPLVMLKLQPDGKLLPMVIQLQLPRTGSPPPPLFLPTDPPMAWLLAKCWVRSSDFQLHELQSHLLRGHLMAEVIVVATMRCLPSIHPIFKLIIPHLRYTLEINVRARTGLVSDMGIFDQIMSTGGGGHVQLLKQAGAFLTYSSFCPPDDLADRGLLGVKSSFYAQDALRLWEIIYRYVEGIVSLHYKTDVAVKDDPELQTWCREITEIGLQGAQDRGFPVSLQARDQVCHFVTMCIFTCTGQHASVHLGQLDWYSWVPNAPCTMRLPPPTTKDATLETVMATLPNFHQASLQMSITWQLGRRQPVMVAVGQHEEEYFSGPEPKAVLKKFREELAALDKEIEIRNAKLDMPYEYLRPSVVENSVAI
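Compounds were preincubated 15 min at room temperature with 40 nM purified human enzyme (25 mM Hepes pH 7.5, 0.01% Triton X-100); 50 uM arachidonic acid reacted 6 min. Fe-xylenol orange detection, 30 min, absorbance ratio 573/405 nm.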
4MU fluor = compound fluoresces in the 4-MU spectral region; compound autofluorescence, 340/450 nm, 4-MU equivalents; stronger effect = higher value; max dye-equivalent concentration, M; 11% of 59,000 active; AID 589; in the data active = max dye-equivalent concentration above about 10 nM; inconclusive = mostly about 1.1 nM to 9.6 nM
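Compounds in 100 mM Tris, pH 8.0, incubated 15 min at room temperature, then fluorescence read at 340 nm excitation/450 nm emission. Signal converted to 4-MU dye-equivalent concentration using an on-plate six-point 4-MU standard curve.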
BRCT PPI green = BRCA1 BRCT-phosphoprotein interaction inhibition. 0.05% of 75,000 active. BRCA1 BRCT-phosphopeptide binding, green fluorescence polarization. P38398. Potency, µM (titrated, usually from 76.9 µM), for the others: at the top dose activity change, negative = inhibition, hits mostly inhibitors. AID 875;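 also: potency is read from the fitted curve at half-maximal effect; plate controls were peptide without protein for full effect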
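Fluorescence polarization: His-tagged BRCT (~35 kDa BRCA1 C-terminus, 250 nM) bound to 100 nM fluorescein-labeled phosphorylated 10-aa BACH1 peptide, pH 7.3 phosphate buffer with DTT and Tween 20. Compounds incubated 12 min at room temperature; inhibition read as lowered polarization.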
UbGFP stabilizer = inhibits proteasome, raising ubiquitin-GFP reporter fluorescence | AID 526 | Ubiquitin-GFP reporter cells, proteasome inhibition, GFP fluorescence; response scale: untreated = 0%, 10 µM MG-132 = 100% | Potency, µM (titrated, usually from 45.9 µM), without a hit: at the top dose activation (GFP accumulation), actives largely listed as activators | 67,000 tested, under 10 active; active = well fitted activation curve with a large enough effect, not every such curve was filed as active; inconclusive = small, poorly fitted or top-dose-only effect, or another doubt; inactive = no such curve, though single readings can be large or run the other way; also: potency is read from the fitted curve at half-maximal effect
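Proteasome blockade was scored as a rise in GFP-expressing U2OS cells carrying a ubiquitin(G76V)-GFP construct, imaged after 4 hr compound treatment at 37 °C across a 46 uM–2.9 nM series.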
DNA Pol III inh = DNA polymerase III holoenzyme inhibition. reconstituted DNA polymerase III holoenzyme replication, biochemical. 0.25% of 71,000 active. AID 603. Potency, µM (series often up to 57.1 µM), for the others: at the top dose activity change, negative = inhibition; also: potency is read from the fitted curve at half-maximal effect; % is scaled to controls: 0 for no effect and ±100 for the full control effect
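Reconstituted *E. coli* holoenzyme (0.35 nM Pol III, 1 nM beta, 154 nM SSB, 2 nM primase) was preincubated with compound for 15 min at RT. Synthesis on 1.4 nM ssM13Gori ran 35 min, then was stopped with PicoGreen/EDTA and read as dsDNA fluorescence.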
HBB splicing = modulators of hemoglobin beta chain splicing; AID 925; HBB splicing reporter cell assay, activation; EGFP reporter with mutant IVS2-654 intron; response scale: normalised to 500 nM splice-correcting PNA; Potency, µM (series often up to 46.1 µM), inactives show top-dose activation, most hits filed as activators; 0.06% of 65,000 active; also: potency is read from the fitted curve at half-maximal effect; 0% is about no effect
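HeLa cells stably expressing EGFP interrupted by mutant beta-globin intron 2 (IVS2-654), 500/well in 2% FCS. Treated with compound for 2 days at 37C. Splicing correction scored as total well GFP intensity (488 nm excitation, 500-520 nm emission); 500 nM antisense PNA served as control.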
CRE Fsk mod = modulators of forskolin-stimulated CRE signaling in CHO cells. CHO CRE-bla reporter (cAMP response element driving beta-lactamase), forskolin EC10, beta-lactamase ratio. Potency, µM (titrated, usually from 38.2 µM), for inactives: top-dose activity change, negative = inhibition, most hits filed as activators. 2.5% of 71,000 active. AID 662; active = well fitted activation curve with a large enough effect in the signal ratio, with a control signal flat, not every such curve was filed as active; inconclusive = small, poorly fitted or top-dose-only effect, or effect the other way, or a change in a side signal; the % refers to the signal ratio; also: potency is read from the fitted curve at half-maximal effect; % of control where 0% means no effect
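The 460nm/530nm emission ratio after CCF4 loading defined %Activity, from which AC50 values were obtained. CRE-bla CHO cells received compound dilution series together with an EC10 level of NKH 477 for 3 hours at 37 degrees Celsius.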
A350 fluor = compounds fluorescent in Alexa 350 spectral region | Compound autofluorescence, 340/450 nm, Alexa 350 dye-equivalents; stronger effect = higher value | max dye-equivalent concentration, M | 11% of 59,000 active; in the data active = max dye-equivalent concentration above about 10 nM; inconclusive = mostly about 1.1 nM to 9.6 nM
BRCT PPI red = disrupts BRCA1 BRCT binding to phosphoprotein, red fluorophore readout; Potency, µM (titrated, usually from 76.9 µM), for the others: at the highest dose activity change, negative = inhibition, most hits filed as inhibitors; BRCT-phosphopeptide binding, red fluorescence polarization; AID 892; P38398; 0.03% of 75,000 active; also: % is scaled to controls: 0 for no effect and ±100 for the full control effect
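Rhodamine-labelled pBACH1 10-mer (100 nM) bound to BRCT domain (100 nM) at pH 7.3; compounds incubated 12 min room temperature, polarization read. Free peptide defines full inhibition; unlabelled decapeptide titrated as control.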
Hsp90 Hop PPI = changes Hsp90-Hop TPR2A binding signal, up or down; AlphaScreen TPR2A-His6 binding biotin-Hsp90 C-terminal peptide; Potency, µM (doses to about 57 µM), without a hit: at the top dose activity change, negative = inhibition; 0.44% of 71,000 active; active = well fitted curve in either direction with a large enough effect; inconclusive = small, poorly fitted or top-dose-only effect, or another doubt; also: potency is read from the fitted curve at half-maximal effect; % is scaled to controls: 0 for no effect and ±100 for the full control effect; many of its hits are not listed in these tables
Starred values were filed as active, the others as inactive; i = inactive; ? = inconclusive; / = not tested or not shown; ! = repeats disagree; [ ] = dose if it differs, or a comment. Unless noted, calls follow the shape of the dose curve; as a rule, active = well fitted curve in the direction sought with a large enough effect; inconclusive = small, poorly fitted or top-dose-only effect, or another doubt; inactive = no such curve, though single readings can be large; an effect the other way counts as inactive or inconclusive.

no. | Structure | BRCT PPI red | 15-hLO inh | BRCT PPI green | GFP derepression | UbGFP stabilizer | 4MU fluor
1 | Cc1ccc(-n2c(C)nc3c(cnn3-c3ccc(F)cc3)c2=O)cc1 | 1.0% | -5% | 0.8% | -3% | -1% | i
2 | CN1CC2CCCC3(C1)C(=O)NC1(CCCCC1)N=C23 (configuration not stated) | -0.9% | 14% | -2.2% | 2% | 2% | i
3 | Cc1csc(NC(=O)c2sc3nc(-c4cccs4)ccc3c2N)n1 | -0.1% | ? | 27% | 18% | 0% | 1.2e-08M*
4 | Cc1ccc2nc3ccc(N4CCN(C)CC4)nn3c(=O)c2c1 | -1.0% | -13% | 0.9% | 6% | 9% | 5.9e-08M*
5 | COC(=O)C1=C(C)N(c2ccc(OC)c(OC)c2)C(=O)C1 | -0.5% | -11% | 0.3% | 2% | -1% | i
6 | CC(CCO)Nc1nc2c(c(=O)n(C)c(=O)n2C)n1Cc1cccc(Br)c1 (configuration not stated) | -1.3% | 3% | -2.9% | -3% | 9% | ?
7 | COc1ccc2c(c1)c(CC(=O)O)c(C)n2C(=O)c1ccc(Cl)cc1 | 0.3% | -3% | -0.3% | 6%[20.6 µM] | 0% | 2.6e-07M*!
8 | Cc1ccc(SC(C)C(=O)N2CCCC2)cc1 (configuration not stated) | -1.4% | -1% | -2.0% | -3% | 0% | i
9 | CCc1c(C)[nH]c2c1C(=O)[C@H](CN1CCOCC1)CC2 | -1.0%[34.4 µM] | 2%[25.6 µM] | -2.6%[34.4 µM] | 0%[20.6 µM] | 9%[20.5 µM] | i
10 | O=C(NCc1ccccn1)C(F)(F)C(F)(F)C(=O)NCc1ccccn1 | -0.9% | 3% | 0.4% | 5% | -13% | i
11 | CCOc1ccccc1C1C(C(=O)OC)=CN(C)C=C1C(=O)OC | -0.7% | 5% | -1.7% | -1% | -6% | 1e-05M*
12 | COc1ccc(-c2nnc(-c3cccs3)o2)cc1OC | -8.6% | -3% | 0.4% | -2% | 7% | /
13 | CCOC(=O)/C=c1\s/c(=C\c2ccccc2OC)c(=O)n1CC(=O)N1CCOCC1 | 0.7% | -10% | -0.8% | -2% | 1% | ?
14 | CCCCN(Cc1ccccc1)c1ncnc2nc[nH]c12 | -1.0% | -6% | -3.0% | / | 5% | /
15 | O=C(Nc1cccc(Oc2c(F)c(F)c(F)c(F)c2F)c1)N1C[C@@H]2C[C@@H](C1)c1cccc(=O)n1C2 | -1.3% | -5% | -0.1% | -1% | -1% | i

no. | DNA Pol III inh | HBB splicing | A350 fluor | CRE Fsk mod | Hsp90 Hop PPI
1 | 1% | -0.6% | i | ? | -3%
2 | -2% | -0.2% | i | 7% | -4%
3 | 33% | 16µM* | 1.4e-08M* | ? | ?
4 | -9% | -0.1% | 6.1e-08M* | 17% | -3%
5 | 1% | / | i | ? | 1%
6 | 1% | 0.1% | ? | ? | -6%
7 | -6% | -0.8% | 2.2e-07M*! | -8% | 1%
8 | -6% | -0.2% | i | -1% | -2%
9 | -6%[25.6 µM] | -1.4%[20.6 µM] | i | -5%[17.1 µM] | -4%[26 µM]
10 | -2% | -0.8% | i | ? | -14%
11 | -3% | -0.1% | 1.3e-05M* | ? | 14%
12 | 1% | 1.3% | / | ? | -1%
13 | -2% | 0.1% | ? | 2.5µM* | 0%
14 | -1% | 0.3% | / | -13% | -1%
15 | 6% | 0.3%[57.5 µM] | i | -13% | -1%

(cont.)
no. | Structure | BRCT PPI red | 15-hLO inh | BRCT PPI green | GFP derepression | UbGFP stabilizer | 4MU fluor
16 | Cc1cc(-c2ccccc2)c(C#N)c(N)n1 | -2.0% | 5% | -1.3% | 0% | 0% | /
17 | O=C(C1=C(O)C(=O)N(CC2CCCO2)C1c1cccnc1)c1ccco1 (configuration not stated) | -0.4% | -3% | -2.5% | 0% | 0% | i
18 | CN(C)c1ccnc2sc3c(=O)n(-c4ccccc4)cnc3c12 | 0.2% | 3% | 1.2% | 0% | 5% | 4.5e-08M*
19 | O=S(=O)(NCc1ccc2c(c1)OCO2)c1cnc[nH]1 | 1.1% | 5% | -1.6% | -3% | 4% | /
20 | CC(C)CCn1cnc2c1c(=O)n(C)c(=O)n2C | -0.6% | 6% | 0.0% | 3% | -8% | i
21 | Cc1ccc2[nH]c(=O)c(CN(CCO)C(=O)NCc3ccccc3)cc2c1 | 0.4% | 2% | -0.6% | 0% | -1% | i
22 | CCCCCCSc1ncc(C#N)c(N)n1 | 0.1% | -3% | 0.9% | -2% | -3% | 1e-08M*
23 | COc1ccc(C2=NO[C@@H]3C(=O)N(c4ccc5c(c4)OCCO5)C(=O)[C@H]23)cc1OC | 0.8% | 2% | 3.5% | 0% | 15% | i
24 | COC(=O)c1ccc(CSc2nc3scc(-c4cccs4)c3c(=O)[nH]2)o1 | -1.5% | -20% | 0.0% | -1% | 1% | i
25 | O=S(=O)(NCc1ccncc1)c1ccc(Br)s1 | -0.1% | 0% | -6.5% | 3% | -1% | i
26 | c1ccc(Nc2ncnc3c2oc2ccccc23)cc1 | 0.7% | -22% | 0.8% | 0% | 2% | ?
27 | CC(C)CC(=O)Nc1cccc(-c2nc3ccccc3o2)c1 | 0.4% | 7% | -3.4% | -2% | / | i
28 | Cc1nc(CNS(=O)(=O)c2ccc3c(c2)OCCO3)cs1 | -1.0% | 2% | -2.5% | -2% | 10% | i
29 | CC(=O)c1cnc(Nc2nc(C)c3ccccc3n2)nc1C | 1.4% | 6% | 2.2% | 2% | 7% | i
30 | COc1ccccc1Nc1nnc(SCC(=O)N2CCCC2)s1 | -0.1% | 3% | -0.1% | 3% | -1% | i

no. | DNA Pol III inh | HBB splicing | A350 fluor | CRE Fsk mod | Hsp90 Hop PPI
16 | -10% | -0.8%[9.22 µM] | / | 13µM* | -1%
17 | -3% | / | ? | -1% | -1%
18 | -5% | -0.5% | 4.7e-08M* | -9% | 0%
19 | -2% | 0.2% | / | -12% | 0%
20 | 2% | 3.4% | i | 27% | -3%
21 | -7% | / | ? | 1% | 1%
22 | -4% | / | ? | ? | 7%
23 | 1% | 0.1% | i | 0% | -4%
24 | -6% | 4.4% | i | ? | -9%
25 | 0% | 2.5% | i | 2% | -7%
26 | -4% | -0.6% | ? | ? | 2%
27 | -9% | 0.7%[0.369 µM] | ? | ? | 0%
28 | 0% | 0.4% | i | 0% | -1%
29 | -14% | -0.4% | i | -2% | ?
30 | -12% | 1.8% | i | -8% | -5%

(more compounds)
no. | Structure | BRCT PPI red | 15-hLO inh | BRCT PPI green | GFP derepression | UbGFP stabilizer | 4MU fluor
31 | Cc1sc(N)c(C(=O)c2cccc(C(F)(F)F)c2)c1C | -2.3% | -13%[25.6 µM] | -0.2% | 1% | 7% | /
32 | CC(C)Oc1ccc(C2c3c(oc4ccccc4c3=O)C(=O)N2CCCN2CCOCC2)cc1 (configuration not stated) | 1.6% | -9% | -2.2% | -3% | 8% | i
33 | CCN1CCN(CC(O)COc2ccc(C)c(C)c2)CC1 (configuration not stated) | 0.2% | -24% | -1.1% | -1% | -1% | ?
34 | CC(C)C(=O)N(Cc1ccc2c(c1)OCO2)Cc1ccccn1 | -0.5% | -2% | -3.4% | -3% | -4% | i
35 | CCOc1ccc2c(c1)cc(CN(C(=O)CC)C1CCCCC1)c1nnnn12 | 0.0% | -3% | 7.8% | -3% | 7% | i
36 | C[C@@H]([C@H](O)c1ccc(O)cc1)N1CCC(Cc2ccccc2)CC1 | 1.4% | 6%[25.6 µM] | -0.3% | 0% | -2% | i
37 | Cc1ccc(-n2ncc3c2ncn2c(C)nnc32)cc1C | -0.1% | 8% | -1.4% | -1% | -1% | ?

no. | DNA Pol III inh | HBB splicing | A350 fluor | CRE Fsk mod | Hsp90 Hop PPI
31 | -2% | / | / | 10% | ?
32 | -1% | 2.7% | ? | ? | -6%
33 | -2% | -5.4% | ? | ? | -3%
34 | 0% | / | i | 8% | -4%
35 | -2% | / | i | ? | 1%
36 | -2% | -0.2%[20.6 µM] | i | ? | -3%
37 | 0% | -0.7%[57.5 µM] | ? | 9% | 2%

Laid out differently: 2 of the compounds above.
35) CCOc1ccc2c(c1)cc(CN(C(=O)CC)C1CCCCC1)c1nnnn12
36) C[C@@H]([C@H](O)c1ccc(O)cc1)N1CCC(Cc2ccccc2)CC1
assay / entry | 35 | 36
BRCT PPI red | 0.0% | 1.4%
15-hLO inh | -3% | 6%[25.6 µM]
BRCT PPI green | 7.8% | -0.3%
GFP derepression | -3% | 0%
UbGFP stabilizer | 7% | -2%
4MU fluor | i | i
DNA Pol III inh | -2% | -2%
HBB splicing | / | -0.2%[20.6 µM]
A350 fluor | i | i
CRE Fsk mod | ? | ?
Hsp90 Hop PPI | 1% | -3%
